# Screening data: PubChem, several laboratories
# MITF TRPM1 HTS: activators of MITF-driven TRPM1 promoter activity in SK-MEL-5 cells | SK-MEL-5 TRPM1-promoter luciferase, 24 h; % of positive control, neutral wells = 0 | activation, % at 12.5 µM | actives 0.75% (n = 300,000) | AID 588334;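 active means mean activation of at least 80% with every replicate also reaching 80%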;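 further: 0% = neutral control wells and 100% = parthenolide positive control wells; values of inactives mirror those of a sister screen read the other way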
# dFosB act: enhances mouse delta FosB homodimer DNA binding; actives 0.99% (n = 340,000); activation, % at 25 µM; purified delta FosB, TAMRA-CDK5 oligo fluorescence polarization; percent of positive-control signal above neutral wells;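 active means mean activation above about 17%, with every replicate also reaching it, limit read from the data, passing the limit was not always enough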;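 further: fluorescence polarization rise as delta FosB binds a TAMRA Cdk5 AP-1 oligo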
# NSD2 inh: blocks human histone methyltransferase NSD2. O96028. NSD2 peptide methylation, AlphaScreen, 120 min. inhibition, % at 12.5 µM. actives 0.54% (n = 310,000); in the data active means inhibition above about 50%
# SR-BI DiI-HDL act: enhances SR-BI lipid uptake from DiI-HDL; CHO ldlA[mSR-BI] cells, DiI-HDL uptake fluorescence, 3 h; 100 = double the neutral-control signal; actives 0.096% (n = 320,000); AID 504775; activation, % at 12.5 µM;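 active means mean replicate activation of at least 60% and every replicate at or above 60%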;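 further: 0% = median plate neutral-control signal and 100% = twice that signal; values of inactives mirror those of a sister screen read the other way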
#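 Material: SR-BI-overexpressing, LDLR-lacking CHO cells; schedule: compound exposure 3 h, 37 °C; reagent: DiI-labelled HDL at 10 µg/mL final; technique: bottom-read fluorescence, 550/595 nm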
# Arrestin-AP2 inh: human beta-arrestin and AP2 interaction inhibition; FITC-arrestin peptide / GST-AP2 beads, flow cytometry; AP2 beta2 appendage carries R879A mutation; inhibition, % at 10 µM; actives 0.31% (n = 340,000);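 active means inhibition above a set limit, near 3 SD of compounds lacking own fluorescence, cut at about 54% in these data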;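 further: plate controls were DMSO wells for no effect and 5 µM unlabelled arrestin peptide for full effect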
#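 Measured by: flow cytometry, FL1 (488/535 nm); Material: AP2 appendage R879A on GSH beads; Evaluation: percent response; Timing: pre-incubation 12 min, peptide binding 1 h, room temperature; Also added: 50 nM FITC-arrestin peptide; Medium: PBS with 0.05% Tween 20 and 0.1% BSA.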
# DSG3 Ab inh: inhibitors of pemphigus antibody binding to human desmoglein-3; binding (percent of control), % at 10 µM; P32926; DSG3-coupled beads, scFv-anti-DSG3-GFP binding, flow cytometry; hits give low values; actives 0.48% (n = 310,000); AID 588358;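 active means binding more than 3 SD below its plate's average and above zero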;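 further: hits lower antibody fragment binding to DSG3; some compounds called inactive have numbers as strong as hits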
# Target sequence (P32926 whole entry, looked up, the tested form may be a part): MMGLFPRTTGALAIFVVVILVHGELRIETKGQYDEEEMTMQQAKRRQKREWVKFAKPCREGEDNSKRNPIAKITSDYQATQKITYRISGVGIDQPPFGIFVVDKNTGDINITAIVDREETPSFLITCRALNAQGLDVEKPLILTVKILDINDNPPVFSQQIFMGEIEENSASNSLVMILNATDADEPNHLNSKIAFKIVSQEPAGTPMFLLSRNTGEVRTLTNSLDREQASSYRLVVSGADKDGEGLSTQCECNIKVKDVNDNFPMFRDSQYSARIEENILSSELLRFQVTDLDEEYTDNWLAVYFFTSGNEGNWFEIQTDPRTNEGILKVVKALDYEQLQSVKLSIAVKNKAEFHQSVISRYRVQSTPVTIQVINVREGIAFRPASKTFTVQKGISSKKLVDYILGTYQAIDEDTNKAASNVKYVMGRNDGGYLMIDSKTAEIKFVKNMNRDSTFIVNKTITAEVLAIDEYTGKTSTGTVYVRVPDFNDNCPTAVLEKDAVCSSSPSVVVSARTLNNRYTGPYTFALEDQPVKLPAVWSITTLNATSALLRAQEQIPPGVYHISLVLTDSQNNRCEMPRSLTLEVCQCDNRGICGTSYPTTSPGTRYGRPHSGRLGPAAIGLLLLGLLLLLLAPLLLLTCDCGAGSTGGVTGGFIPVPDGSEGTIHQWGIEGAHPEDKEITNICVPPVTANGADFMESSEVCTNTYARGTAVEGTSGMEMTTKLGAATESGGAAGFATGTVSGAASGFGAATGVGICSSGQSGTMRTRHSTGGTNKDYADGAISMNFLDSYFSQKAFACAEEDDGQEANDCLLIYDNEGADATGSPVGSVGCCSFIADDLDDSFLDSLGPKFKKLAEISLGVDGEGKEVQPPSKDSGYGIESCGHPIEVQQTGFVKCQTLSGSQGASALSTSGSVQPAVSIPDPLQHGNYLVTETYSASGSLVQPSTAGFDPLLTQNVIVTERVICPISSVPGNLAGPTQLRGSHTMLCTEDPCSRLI
# CDK5 inh: inhibitors of human CDK5/p35 kinase; Q00535+Q15078; Recombinant CDK5/p35, ADP-Glo luminescence, 60 min; AID 488839; actives 0.01% (n = 330,000); inhibition, % at 10 µM;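 active means highest replicate inhibition of at least 50% and at least 75% of replicates reaching 50%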;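 further: plate controls were DMSO neutral control for no effect and GW8510 at 10 µM for full effect; many of its hits are not listed in these tables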
# Mot1-301 SUMO: blocks SUMOylation pathway, rescuing yeast Mot1-301 growth. AID 2716. actives 1% (n = 320,000). S. cerevisiae Mot1-301 growth rescue, ATP luminescence, 38.5C; percent above DMSO median, 100 means doubled. growth rescue, % at 18.8 µM;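 active means every valid replicate shows activation above 250% relative to neutral control wells; inactive means the rest, any valid replicate at or below 250%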;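 further: OY570 slx delta 5 strain wells were the positive control but not used for scaling; some compounds called inactive have numbers as strong as hits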
# PKA-R2B act: PKA-R2B complex activation; actives 0.079% (n = 340,000); activation, % at 11.4 µM; PKA-R2B holoenzyme dissociation, Cy5-IP20 fluorescence polarization; R2B truncated from residue 108, S112A mutant; 0% DMSO only, 100% 113 µM cGMP;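 active means activation above a cutoff set at the mean over all compounds plus 3 SD, cut at about 18% in these data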;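 further: higher means more holoenzyme dissociation and a rise in polarization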
# PKA-R1A act: PKA-R1A complex activation | PKA-R1A dissociation, Cy5-IP20 fluorescence polarization; scaled: DMSO 0%, 113 µM cGMP 100% | AID 504707 | activation, % at 11.4 µM | actives 0.083% (n = 340,000);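 active means percent activation above the mean of all tested compounds plus 3 SD, cut at about 19% in these data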;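 further: higher means more PKAc released from R1A so a rise in polarization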
# SR-BI HDL uptake: mouse SR-BI HDL lipid transfer inhibition; Q61009; actives 0.96% (n = 320,000); inhibition, % at 12.5 µM; ldlA[mSR-BI] CHO cells, DiI-HDL uptake fluorescence, 3 h;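 active means mean replicate inhibition of at least 70% and a set share of replicates each scoring 70 or more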;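 further: 0% = median of neutral control wells and 100% = median of positive control wells; values of inactives mirror those of a sister screen read the other way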
# The depositor's hits bear a star; . = no result given.
# Values run as follows: MITF TRPM1 HTS	dFosB act	NSD2 inh	SR-BI DiI-HDL act	Arrestin-AP2 inh	DSG3 Ab inh	CDK5 inh	Mot1-301 SUMO	PKA-R2B act	PKA-R1A act	SR-BI HDL uptake
> Cc1cc(C(C#N)c2ccccc2)n2ncnc2n1 (stereo not drawn)
    5	1	3	.	-1	115	0.5	1	0	5	.
> O=C(COC(=O)c1ccccc1)c1ccc2c(c1)OCCO2
    18	-6	-1	10	14	99	11	.	-5	-7	-10
> COc1ccc(OCC(=O)Nc2ccc(S(=O)(=O)N(C)c3ccccc3)cc2)cc1
    -15	-3	-3	3	-5	.	0.7	.	-4	-12	-3
> Cc1cc(C)nc(N=Nc2c(O)n(Cc3ccc(Cl)cc3)c3ccccc23)n1
    9	-2	-1	-36	26	.	2.4	23	-9	-12	36
> CCc1ccc(NC(=O)C(=O)NNC(=O)c2cccc(OC)c2)cc1
    1	1	3	-41	-10	106	1.7	-10	5	-9	41
> COc1ccc(CN2CCC(N3CC(C)OC(C)C3)CC2)c(OC)c1OC (stereo not drawn)
    .	-4	.	9	-4	112	-1.8	3	8	1	-9
> C/C(=N/Nc1nc(-c2ccccc2F)nc2ccccc12)c1ccccc1O
    22	-7	-1	.	5	97	-5.1	-12	-10	13	.
> Cn1nc(C(=O)Nc2ccc(S(=O)(=O)N3CCCC3)cc2)ccc1=O
    2	-4	-1	17	-1	117	-0.4	-10	-8	1	-17
> COc1cc(NC(=O)CCc2c(C)nn(-c3ccc(N4CCOCC4)nn3)c2C)cc(OC)c1OC
    9	-7	1	-42	9	87	-1.0	-11	14	3	42
> COc1ccc(CNC(=O)COC(=O)c2sccc2C)cc1OC
    0	0	-1	-8	-12	.	-1.5	-4	4	-13	8
> COC(=O)Cn1c(=O)c(=O)n(CC(=O)OC)c2ccccc21
    -9	2	36	14	-2	104	-4.2	-13	3	-3	-14
> Cc1cccc(-c2nc3cc(NC(=O)C4CCCO4)ccc3o2)c1 (stereo not drawn)
    8	-22	-1	-13	-7	95	5.2	-6	-5	0	13
> O=C(CCNc1n[nH]c(=O)[nH]c1=O)N/N=C/c1ccc(C(F)(F)F)cc1
    -6	-1	-1	-4	-3	.	0.0	-4	.	.	4
> O=C(Nc1ccccc1N1CCCC1)C1CCN(S(=O)(=O)c2ccc(F)cc2)CC1
    1	-5	-1	-46	-5	127	0.8	-12	-4	-18	46
> O=S(=O)(c1ccc(Cl)nc1)N1CCc2ccccc21
    8	5	-7	5	-8	99	-0.1	13	3	-6	-5
> Cc1ccc(N(CC(=O)NCc2ccc(F)cc2)C(=O)c2ccco2)cc1C
    -5	-7	0	-6	2	96	-5.9	5	-13	3	6
> O=C(c1ccccc1S(=O)(=O)NCC(O)COc1ccc([N+](=O)[O-])cc1)N1CCCCC1 (stereo not drawn)
    -4	-1	2	-21	2	109	0.3	-8	-12	1	21
> CC(C)CC(=O)NCCCCc1ccccc1
    8	-7	0	21	13	98	-0.1	-9	3	-1	-21
> CCCn1nnnc1NCc1ccc(OC)cc1OC
    .	-1	1	12	-1	122	-1.9	-6	4	6	-12
> CCS(=O)(=O)N1CCCC(C(=O)NCC2CCCO2)C1 (stereo not drawn)
    -3	-4	-2	.	6	109	-1.9	0	2	-7	.
> COc1cccc(NC(=O)CN(C)CC(=O)Nc2ccc(Br)cc2)c1
    -1	-1	0	-5	-1	.	0.5	11	-3	-10	5
> CCCOP(=O)(c1ccc(N(C)C)cc1)C(O)c1cc(OC)ccc1OC (stereo not drawn)
    -3	0	0	20	-3	94	0.9	18	-4	3	-20
> COc1cccc(/C=N/NC(=O)c2nnn(-c3nonc3N)c2C(C)C)c1OCc1ccc(F)cc1
    -4	8	-7	-52	-1	105	-1.1	21	-18	-17	52
> O=[N+]([O-])c1ccc(N2CCSCC2)cc1
    0	8	1	1	43	86	0.6	-9	1	-1	-1
> O=C(O)CCCCOn1ccnc1
    -1	-6	1	13	-1	97	-1.0	24	5	3	-13
> COc1ccccc1C1=NOC(COC(=O)c2ccc(Br)cc2)C1 (stereo not drawn)
    0	-1	-3	4	-3	85	-2.3	-10	-8	-8	-4
> O=C(Nc1ccccc1)N(CCN1CCOCC1)Cc1ccccc1F
    16	2	1	16	8	101	-2.9	3	-5	-1	-16
> Cc1nn(-c2ccccc2)c(C)c1C(=O)OCC(=O)N(C)c1ccccc1
    9	-9	-1	7	1	101	0.7	2	-3	-6	-7
> CCOC(=O)/C(=C/C=C/c1ccccc1)NC(=O)c1ccccc1
    2	-11	0	-14	-11	101	-1.6	-28	0	-3	14
> Cc1ccc(S(=O)(=O)NCCC(=O)NNC(=O)c2ccccc2O)cc1C
    -22	-1	10	-10	18	102	1.5	-12	-6	-1	10

# Arranged by SMILES length (lowest first): some entries from above.
# Values run as follows: MITF TRPM1 HTS	dFosB act	NSD2 inh	SR-BI DiI-HDL act	Arrestin-AP2 inh	DSG3 Ab inh	CDK5 inh	Mot1-301 SUMO	PKA-R2B act	PKA-R1A act	SR-BI HDL uptake
> CC(C)CC(=O)NCCCCc1ccccc1
    8	-7	0	21	13	98	-0.1	-9	3	-1	-21
> CCS(=O)(=O)N1CCCC(C(=O)NCC2CCCO2)C1 (stereo not drawn)
    -3	-4	-2	.	6	109	-1.9	0	2	-7	.
> O=C(Nc1ccccc1)N(CCN1CCOCC1)Cc1ccccc1F
    16	2	1	16	8	101	-2.9	3	-5	-1	-16
> COc1ccccc1C1=NOC(COC(=O)c2ccc(Br)cc2)C1 (stereo not drawn)
    0	-1	-3	4	-3	85	-2.3	-10	-8	-8	-4
> CCOC(=O)/C(=C/C=C/c1ccccc1)NC(=O)c1ccccc1
    2	-11	0	-14	-11	101	-1.6	-28	0	-3	14
> COc1cccc(NC(=O)CN(C)CC(=O)Nc2ccc(Br)cc2)c1
    -1	-1	0	-5	-1	.	0.5	11	-3	-10	5
> Cc1ccc(S(=O)(=O)NCCC(=O)NNC(=O)c2ccccc2O)cc1C
    -22	-1	10	-10	18	102	1.5	-12	-6	-1	10
> Cc1ccc(N(CC(=O)NCc2ccc(F)cc2)C(=O)c2ccco2)cc1C
    -5	-7	0	-6	2	96	-5.9	5	-13	3	6
> COc1cccc(/C=N/NC(=O)c2nnn(-c3nonc3N)c2C(C)C)c1OCc1ccc(F)cc1
    -4	8	-7	-52	-1	105	-1.1	21	-18	-17	52
> O=C(c1ccccc1S(=O)(=O)NCC(O)COc1ccc([N+](=O)[O-])cc1)N1CCCCC1 (stereo not drawn)
    -4	-1	2	-21	2	109	0.3	-8	-12	1	21

# Next part.
# Values run as follows: MITF TRPM1 HTS	dFosB act	NSD2 inh	SR-BI DiI-HDL act	Arrestin-AP2 inh	DSG3 Ab inh	CDK5 inh	Mot1-301 SUMO	PKA-R2B act	PKA-R1A act	SR-BI HDL uptake
> C=C1CCN(Cc2ccccc2)S(=O)(=O)c2ccccc21
    3	4	.	4	23	98	0.3	42	-17	3	-4
> CCc1cccc2c(=O)c(C(=O)NCCCOC)c[nH]c12
    -10	-9	-4	7	-8	90	1.4	7	5	-1	-7
> Cc1c(NC(=O)c2ccc(F)c(S(=O)(=O)N3CCOCC3)c2)c(=O)n(-c2ccccc2)n1C
    3	-1	-2	23	0	113	1.0	1	-9	-4	-23
> CC1(C)CC(=O)C(CO)=C(c2cccc3ccccc23)C1=O
    -3	-8	.	1	-3	100	-2.5	10	-8	-9	-1
> CCCN1CCN(C(=O)c2ccc3nc(CC)c(CC)nc3c2)CC1
    9	-9	4	24	-11	100	-0.4	7	-2	-5	-24
> CCOC(=O)c1cc(NC(=O)c2ccc(C)cc2)c(=O)oc1C(F)(F)F
    18	-2	0	-1	5	90	0.5	24	-5	-12	1
> COC(=O)c1ccc(/C=C/c2c(-c3ccc(OC)cc3)oc3ccccc23)cc1
    11	-4	.	5	5	99	0.4	2	-5	-8	-5
> Oc1cccnc1SCc1ccccc1
    16	-5	.	3	0	97	0.5	9	-2	0	-3

# Single records (already shown). Order of values: MITF TRPM1 HTS, dFosB act, NSD2 inh, SR-BI DiI-HDL act, Arrestin-AP2 inh, DSG3 Ab inh, CDK5 inh, Mot1-301 SUMO, PKA-R2B act, PKA-R1A act, SR-BI HDL uptake
# C=C1CCN(Cc2ccccc2)S(=O)(=O)c2ccccc21 is listed as 3, 4, ., 4, 23, 98, 0.3, 42, -17, 3, -4
# COC(=O)c1ccc(/C=C/c2c(-c3ccc(OC)cc3)oc3ccccc23)cc1 is listed as 11, -4, ., 5, 5, 99, 0.4, 2, -5, -8, -5
